# Assay outcomes as filed in PubChem BioAssay.
# RMI-FANCM inh – RMI-FANCM interaction inhibition | hit rate 0.58% among 70,000 | Fluorescence polarization, RMI core complex with F-MM2 peptide; hits give low values | FP signal (polarization) at 33 µM; in the data active = FP signal below about 40; note: inactives centre near 61; strong numbers were not always called active; unit not given here
# The depositor's hits bear a star; & = joins results of further samples. A portion of the library (hit frequency here may not be typical).
# A first look:
SMILES,RMI-FANCM inh
CCCCCC(O)CCCC(=O)O (configuration not stated),52
COC(=O)c1sccc1Oc1nccnc1C#N,56
CN(C)S(=O)(=O)c1ccc(-c2nnc(NC(=O)CSc3ccc(F)cc3)o2)cc1,63
Cn1c(C2CCN(S(C)(=O)=O)CC2)nn(CC(=O)Nc2ccccc2)c1=O,61
COc1ccccc1N(CN1CCCC1=O)C(=O)COc1ccccc1,62
O=C(CS(=O)(=O)c1ccccc1)Nc1nc(-c2ccc3c(c2)OCCO3)cs1,55
COC(=O)C1=C(C)Nc2ncnn2C1c1ccc(-c2ccccc2)cc1 (configuration not stated),64
Cc1ccc(C)c(NC(=O)c2c(N)n(/N=C\c3ccccn3)c3nc4ccccc4nc23)c1,65
Cc1ccc(S(=O)(=O)Nc2ccccc2C(=O)Nc2nc3c(Cl)ccc(Cl)c3s2)cc1,45
NC(=O)c1cc(-c2ccccc2)sc1NC(=O)c1ccc2c(c1)OCO2,53
CC(=O)Nc1ccc(OC(F)(F)F)cc1,62
Cc1cc(OC(=O)c2cc3ccccc3o2)c([N+](=O)[O-])c(=O)[nH]1,56
CS(=O)(=O)c1ccccc1NC(=O)C12CC3CC(CC(C3)C1)C2,66
COc1ccccc1NC(=O)CCc1csc2nc(-c3ccccc3)cn12,64
CCOC(=O)c1c(NC(=O)c2ccc(C(C)(C)C)cc2)sc(C)c1C,70
O=C(CC1CCCCN1S(=O)(=O)c1ccccc1)NCc1ccco1 (configuration not stated),68
CCOC(=O)CCCSc1nnc(CCCCCN2C(=O)c3cccc4cccc(c34)C2=O)o1,51
Oc1ccc(Br)c(C(=S)N2CCOCC2)c1,54
COc1ccc(NC(=O)c2ccc(Nc3nc(-c4ccccc4)c4cc(Br)ccc4n3)cc2)c(OC)c1,60
O=C(NCCOc1ccccc1)c1cccc(Cl)c1,61
CCOC(=O)c1c(-c2ccccc2)oc2ccc(N(C(C)=O)S(=O)(=O)c3cc(C)ccc3C)cc12,63

# Results, from the first entry:
SMILES,RMI-FANCM inh
CCCCCC(O)CCCC(=O)O (configuration not stated),52
COC(=O)c1sccc1Oc1nccnc1C#N,56
CN(C)S(=O)(=O)c1ccc(-c2nnc(NC(=O)CSc3ccc(F)cc3)o2)cc1,63
Cn1c(C2CCN(S(C)(=O)=O)CC2)nn(CC(=O)Nc2ccccc2)c1=O,61
COc1ccccc1N(CN1CCCC1=O)C(=O)COc1ccccc1,62
O=C(CS(=O)(=O)c1ccccc1)Nc1nc(-c2ccc3c(c2)OCCO3)cs1,55
COC(=O)C1=C(C)Nc2ncnn2C1c1ccc(-c2ccccc2)cc1 (configuration not stated),64
Cc1ccc(C)c(NC(=O)c2c(N)n(/N=C\c3ccccn3)c3nc4ccccc4nc23)c1,65
Cc1ccc(S(=O)(=O)Nc2ccccc2C(=O)Nc2nc3c(Cl)ccc(Cl)c3s2)cc1,45
NC(=O)c1cc(-c2ccccc2)sc1NC(=O)c1ccc2c(c1)OCO2,53
CC(=O)Nc1ccc(OC(F)(F)F)cc1,62
Cc1cc(OC(=O)c2cc3ccccc3o2)c([N+](=O)[O-])c(=O)[nH]1,56
CS(=O)(=O)c1ccccc1NC(=O)C12CC3CC(CC(C3)C1)C2,66
COc1ccccc1NC(=O)CCc1csc2nc(-c3ccccc3)cn12,64
CCOC(=O)c1c(NC(=O)c2ccc(C(C)(C)C)cc2)sc(C)c1C,70
O=C(CC1CCCCN1S(=O)(=O)c1ccccc1)NCc1ccco1 (configuration not stated),68
CCOC(=O)CCCSc1nnc(CCCCCN2C(=O)c3cccc4cccc(c34)C2=O)o1,51
Oc1ccc(Br)c(C(=S)N2CCOCC2)c1,54
COc1ccc(NC(=O)c2ccc(Nc3nc(-c4ccccc4)c4cc(Br)ccc4n3)cc2)c(OC)c1,60
O=C(NCCOc1ccccc1)c1cccc(Cl)c1,61
CCOC(=O)c1c(-c2ccccc2)oc2ccc(N(C(C)=O)S(=O)(=O)c3cc(C)ccc3C)cc12,63
O=C(NNC(=O)C1CCCS1)c1ccc(Cl)cc1 (configuration not stated),55
C=CCn1c(SCC(=O)Nc2nsc(-c3ccccc3)n2)nc2scc(-c3ccc(OC)cc3)c2c1=O,80
CC1=C(C(=O)Nc2ccc(C)cc2C)C(c2ccc(C(F)(F)F)cc2)n2ncnc2N1 (configuration not stated),66
COc1ccc(Cc2cnc(NC(=O)/C=C/c3ccc([N+](=O)[O-])cc3)s2)cc1,83
# Later entries.
SMILES,RMI-FANCM inh
O=C(NC1CCCC1)c1nnc2n(c1=O)CCN2c1ccccc1,55
O=C(C1CC1)N1CCc2ccc(NS(=O)(=O)c3ccc(Cl)cc3)cc21,68
COCCn1c(SCc2ccc(Cl)cc2)nc2cc(C(=O)NC(C)C)ccc2c1=O,92
COc1ccc(-n2nnc3c(SC(C(C)=O)C(=O)N(C)C)ncnc32)cc1 (configuration not stated),61
O=c1/c(=C/c2ccc(Br)cc2)c2cccc3cccc1c32,57
Cc1oc2cc(O)ccc2c(=O)c1-c1ccc2c(c1)OCCO2,65
CCSc1ccc(CC(=O)Nc2sc3c(c2C#N)CCN(C(C)=O)C3)cc1,85
O=C(NCC(c1ccco1)N1CCc2ccccc2C1)NC1CCCCC1 (configuration not stated),56
CC(=O)Nc1ccc2scnc2c1,66
O=C(O)Cc1ccc(-c2ccccc2)cc1,57
Cc1nc(CNS(=O)(=O)c2cccs2)cs1,59
NC(=O)c1cc(-c2ccccc2)sc1N,92
CN(C(=O)CN(Cc1ccc(Cl)cc1)S(=O)(=O)c1cccnc1)c1ccccc1,65
O=C(CSc1ccc2nnc(-c3cccnc3)n2n1)Nc1cccc([N+](=O)[O-])c1,68
O=C(NCC(c1cccc2ccccc12)N1CCCC1)c1ccccc1[N+](=O)[O-] (configuration not stated),50
Cn1ccnc1N1CCN(C(=O)c2ccco2)CC1,62
CC(C)c1nnc(C2CCN(S(=O)(=O)c3ccccc3)CC2)o1,59
COC(=O)c1cccc2c(N=O)c(O)[nH]c12,60
Cc1c(NC(=S)NC(=O)c2ccccc2)c(=O)n(-c2ccccc2)n1C,55
O=c1[nH]c(SCc2ccc(Cl)cc2Cl)nc2ccccc12,60
CCOC(=O)c1cnn(-c2ccccc2)c1C,56
CC(=O)Nc1ccc(S(=O)(=O)NCCN2CCN(c3ccc(F)cc3)CC2)cc1,67
COc1cccc2cc(C(=O)Nc3cccc(C)n3)oc12,68
Cc1cc[n+](C(C)C(=O)c2ccc(-c3ccccc3)cc2)cc1 (configuration not stated),78
O=C(CCCSc1ccc(F)cc1)N1CCN(c2nc3ccc(Cl)cc3s2)CC1,55
# (next part)
SMILES,RMI-FANCM inh
CCOC(=O)c1c(NC(=O)C2COc3ccccc3O2)sc2c1CCN(Cc1ccccc1)C2 (configuration not stated),78
CC1(C)COc2ccc(NC(=O)c3ccccc3F)cc2NC1=O,66
O=C1NC(=O)c2cc(NC(=O)C3c4ccccc4Oc4ccccc43)ccc21,80
O=C(Cc1ccccc1Cl)NCCCn1nc(-c2ccc(F)cc2)ccc1=O,67
Cc1cccc(NC(=O)C2CCCCN2S(=O)(=O)c2ccc(Cl)s2)n1 (configuration not stated),55
CC1(C)CC(=O)C2=C(C1)Nc1[nH]c(=S)[nH]c(=O)c1C2c1ccc2c(c1)OCO2 (configuration not stated),52
O=C(CCCSc1ccc(NC(=O)c2ccc(F)cc2)nn1)Nc1nccs1,70
Cc1c(Cl)cccc1NC(=O)C(C)Oc1cccc(Br)c1 (configuration not stated),71
CSc1cccc(C(=O)Nc2nc3ccc4sc(C)nc4c3s2)c1,58
NCC(c1ccccc1)c1ccc2c(c1)OCCO2 (configuration not stated),59
CCOC(=O)c1cnc(-c2cccs2)nc1Sc1ccc(Cl)cc1,53
COc1ccc(-c2nc3cc4c(cc3o2)Oc2ccccc2N4)cc1,62
CCOC(=O)c1c(-c2cccs2)csc1NC(=O)CN1CCCCC1C (configuration not stated),77
Cc1onc(C(=O)NN)c1-c1csc(COc2ccc(Cl)cc2)n1,56&56
O=C(CSc1nnc(NC(=O)COc2ccc(Cl)cc2)s1)NCc1ccco1,58
COc1ccc(S(=O)(=O)N2CCN(C/C=C/c3ccccc3)CC2)cc1[N+](=O)[O-],61
CCOC(=O)c1scc(-c2ccc(C)cc2)c1S(=O)(=O)Nc1ccc2c(c1)OCO2,61
Cc1ccc(-n2cc(-c3ccccc3)c3c(N4CC(C)CC(C)C4)ncnc32)cc1Cl (configuration not stated),56
Cc1ccc(SCC2CSc3nc(=O)c4c(C)c(C)sc4n32)cc1 (configuration not stated),64
CN(C)c1ccc(/C=N\NC(N)=S)cc1[N+](=O)[O-],60
COc1ccccc1-c1nnc2ccc(OCCNS(=O)(=O)c3cccnc3)nn12,69
CC1C(=O)NCCN1C(=O)c1cc(Cl)sc1Cl (configuration not stated),61
COc1ccc(-c2c(C#N)c(SCC(=O)Nc3nc(-c4ccccc4)ns3)nc3c2C(=O)CC(C)(C)C3)cc1,54
COc1cccc(-c2nc3n(n2)C(c2cc(OC)c(OC)cc2OC)C(C(N)=O)=C(C)N3)c1 (configuration not stated),60
Cc1cccc(CSc2ccc(-c3ccccn3)nn2)c1,58
# Later entries.
SMILES,RMI-FANCM inh
O=c1cc(-c2ccccc2)nc2nc[nH]n12,52
O=C(O)C1(c2ccccc2)CCCC1,64
Cc1c(NS(=O)(=O)c2cccc([N+](=O)[O-])c2)c(=O)n(-c2ccccc2)n1C,57
CC(=O)Nc1ccc2nc(NC(=O)c3ccc4ncsc4c3)sc2c1,71
COC(=O)c1c(NC(=O)CCS(=O)(=O)c2ccccc2)sc2c1CCC(C)C2 (configuration not stated),66
CC(C)(C)c1ccc(OCCCC(=O)Nc2nccs2)cc1,77
COc1ccc(C2CC(=O)N(CC(=O)c3ccccc3)c3ccccc3S2)cc1OC (configuration not stated),55
Cc1nnc(NC(=O)CSc2nnc(-c3ccc(=O)n(C)c3)n2C)s1,63
O=C(CSc1ccc(NC(=O)c2ccccc2F)nn1)NCC1CCCO1 (configuration not stated),64
O=C(NCCCN1CCN(Cc2c(F)cccc2Cl)CC1)c1cccc(C(F)(F)F)c1,51
Fc1cccc2sc(NCc3cccnc3)nc12,66
COC(=O)c1ccc2nc(NC(=O)CN3C(=O)c4ccccc4C3=O)sc2c1,64
C=CCn1c(SCC(=O)c2ccc3c(c2)OCO3)nc2sc3c(c2c1=O)CCCCC3,76
O=C(CSc1nnc2ccc(-c3ccco3)nn12)c1ccc(F)cc1,116
COC(=O)c1ccsc1NC(=O)CS(=O)(=O)c1ccccc1,53
COc1cccc(CNC(=O)C2CCN(c3ccc(-c4cccnc4)nn3)CC2)c1,66
COc1ccccc1CCNC(=O)CSc1nnc2ccc(-c3ccco3)nn12,53
Cc1nc(-c2ccc(NC(=O)c3ccc(C(F)(F)F)nc3C)cc2)cs1,56
Cc1[nH]c(=O)n(C)c(=O)c1CCC(=O)Nc1ccccc1C(F)(F)F,62
CCOC(=O)c1nn(-c2ccccc2)c(=O)c2c(N)c(C#N)c(-c3ccco3)cc12,28
c1ccc(Oc2cccc(Oc3ccccc3)c2)cc1,58
Cc1cc(-c2ccccc2)c2c(n1)sc1c(=O)n(CC(=O)Nc3ccc(F)c(C)c3)cnc12,129
COc1ccc(OCC(O)CN2CCN(Cc3ccc4c(c3)OCO4)CC2)cc1 (configuration not stated),61
O=C(c1ccc2ccccc2c1)N1CCN=C1SCc1ccc(Cl)cc1,80
CCOC(=O)c1c(NC(=O)c2ccc(C)c(S(=O)(=O)N3CCCC3)c2)sc2c1CCC2,59
# Following part
SMILES,RMI-FANCM inh
CCn1ccc(C(=O)Nc2ccc(C)cc2C(=O)c2ccccc2)n1,66
CCOC(=O)CCC(=O)NNC(=O)c1cccn(Cc2ccc(Cl)c(Cl)c2)c1=O,62
CCNc1[nH]c(=S)nc2sc3c(c12)CCN(C)C3,-15*
NC(=O)c1ccc(C(F)(F)F)o1,52
COc1ccc(-c2c(C)c3ccc(OS(=O)(=O)c4ccc(F)cc4)cc3oc2=O)cc1OC,62
Nn1cnc2c(cnn2-c2ccc(F)cc2)c1=O,70
CCOC(=O)CCC(=O)N1CCCC(c2nnc(Cc3ccc(F)cc3)o2)C1 (configuration not stated),62
Cc1sc(-c2ccccc2)nc1CC(=O)NN,48
COc1ccc(N2CC(NC(=O)c3ccccc3C(F)(F)F)CC2=O)cc1 (configuration not stated),53
COc1ccc(OC)c(-c2ccc(N3CCN(S(C)(=O)=O)CC3)nn2)c1,67
Cc1ccccc1-c1noc(CSc2nc3ccsc3c(=O)n2C)n1,99
O=C(Cc1ccc(F)cc1)NCCN1CCN(c2ccc(F)cc2)CC1,64
CCOC(=O)c1sc(NC(=O)c2cccs2)c(C#N)c1C,54
COc1ccccc1NC(=O)C1=C(C)Nc2nc(-c3cccs3)nn2C1c1ccccc1[N+](=O)[O-] (configuration not stated),62
COCCN1CCC(CNC(=O)C(=O)NCc2ccccc2)CC1,73
O=C(NNC(=O)c1cccn(Cc2cccc(F)c2)c1=O)Nc1ccc(Cl)cc1,63
Cc1ccc(Cl)c2sc(NC(=O)c3cccc(N4C(=O)CCC4=O)c3)nc12,58
COc1ccc(/C=C/C(=O)N(CC2CCCO2)c2nc3c(F)cccc3s2)cc1OC (configuration not stated),61
CC(=O)N1CCc2ccc(NC(=O)c3cccc(C(F)(F)F)c3)cc2C1,74
COc1ccc(-c2nc(C)c(CCNS(=O)(=O)c3ccc4c(c3)OCCO4)s2)cc1OC,65
O=C(Nc1nc(-c2cc3ccccc3oc2=O)cs1)c1cccc(Cl)c1,113
CC(=O)OC[C@H]1O[C@@H](Sc2ccccc2)[C@H](OC(C)=O)[C@@H](OC(C)=O)[C@@H]1OC(C)=O,62
C=CCN1C(=O)C(C)(C)COc2cc(NC(=O)c3cccc(Cl)c3)ccc21,69
COc1ccccc1CCNC(=O)CC1CCCCN1S(=O)(=O)c1ccc(F)cc1 (configuration not stated),73
Cc1oc(-c2ccc(OC(C)C)cc2)nc1Cn1c(=O)n(CC2CCCO2)c(=O)c2ccccc21 (configuration not stated),58
# (list continues)
SMILES,RMI-FANCM inh
Cc1nc2ccccc2c(=O)n1-c1cccc(NC(=O)c2c(F)cccc2F)c1,53
O=C(CSCc1ccccc1)Nc1nnc(SCC(=O)N2CCCCCC2)s1,57
NC(=O)C1CCN(Cn2nnc3ccccc32)CC1,54
COc1cccc(CSc2nc(C)c(CC(=O)NCc3ccc(F)cc3)c(=O)[nH]2)c1,64
COC(=O)c1cccc([N+](=O)[O-])c1C(=O)Nc1c(C)n(C)n(-c2ccccc2)c1=O,61
N#Cc1c(-c2ccccc2)cc(-c2ccccc2)[nH]c1=O,57
